Bioassay records from PubChem.
M. tuberculosis GlmU – inhibition of mycobacterial GlmU enzyme – biochemical, glucosamine-1-phosphate acetyltransferase (AID 1376). inhibition, %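 (tested at 30 µM in the primary screen)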, or IC50 in µM where a hit was titrated. M. tuberculosis GlmU acetyltransferase enzyme assay; higher % means a stronger effect. 220,000 compounds, 0.25% hits; in the data active means inhibition above about 13%; inconclusive means no clear call, values can overlap the other calls;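 further: 0% = complete reaction with vehicle and 100% = reaction without substrate; strong numbers were not always called active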
RmlCD inh 1536 – inhibitors of Mycobacterium tuberculosis RmlC and RmlD coupled enzymes; P9WH09+P9WH11; RmlC+RmlD coupled enzyme assay, percent inhibition; primary screen in compound mixtures; 160,000 compounds, 0.03% hits; inhibition, % at 3.6 µM; in the data active means inhibition mostly above about 34%, no sharp cut-off; inconclusive means no clear call, values can overlap the other calls; inactive means mostly below about 22%; further: some results filed as inactive read as strong as hits
Target sequence (P9WH09 whole entry, looked up): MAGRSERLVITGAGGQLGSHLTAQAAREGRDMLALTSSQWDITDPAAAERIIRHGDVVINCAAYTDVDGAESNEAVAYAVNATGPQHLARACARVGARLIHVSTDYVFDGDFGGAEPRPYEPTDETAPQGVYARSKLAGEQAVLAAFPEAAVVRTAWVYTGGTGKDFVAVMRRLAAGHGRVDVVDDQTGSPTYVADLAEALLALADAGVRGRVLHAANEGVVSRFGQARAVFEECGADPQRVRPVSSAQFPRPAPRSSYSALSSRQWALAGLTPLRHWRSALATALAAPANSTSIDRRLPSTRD
Target sequence (P9WH11 whole entry, looked up): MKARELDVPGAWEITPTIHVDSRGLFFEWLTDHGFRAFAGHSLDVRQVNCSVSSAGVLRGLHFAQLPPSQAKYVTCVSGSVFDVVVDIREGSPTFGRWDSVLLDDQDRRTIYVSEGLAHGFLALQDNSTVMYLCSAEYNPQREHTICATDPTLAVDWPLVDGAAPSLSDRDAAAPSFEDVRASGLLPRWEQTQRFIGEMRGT
The depositor's hits bear a star; ? = inconclusive; nt = no result given.

SMILES | M. tuberculosis GlmU | RmlCD inh 1536
Cc1cc(C)n(C2CCCCC2OC(=O)c2ccccc2F)n1 (stereo not drawn) | -0.5% | nt
COc1cc(C2C3C(=O)N(Cc4ccccc4)C(=O)C3ON2c2ccccc2)cc(OC)c1OC (stereo not drawn) | -2.4% | 11.6
COc1ccc(C)cc1NC(=O)c1ccc(NS(=O)(=O)c2cccc3cccnc23)cc1 | -0.6% | -1.9
Cc1cc(C)c(NC(=O)C(C)c2cccc(C(=O)c3ccccc3)c2)c(C)c1 (stereo not drawn) | 1.3% | 2.2
Cn1c2ccccc2c(=O)c2c(=O)n(C3CCCCC3)c(-c3ccco3)nc21 | 2.2% | 4.6
CC(=O)C1=C(O)C(=O)N(c2nccs2)C1c1ccccc1F (stereo not drawn) | -2.3% | -10.5
COc1cccc(C(=O)NCCOc2cc(C)cc(C)c2)c1 | 0.9% | -13.7
COc1ccccc1N1CCN(C(c2ccc(Cl)cc2)c2nnnn2C(C)(C)C)CC1 (stereo not drawn) | 0.9% | 11.5
O=S(=O)([N-]c1nc2ccccc2nc1-[n+]1ccccc1)c1ccccc1 | -1.5% | ?
O=C(CSc1ccc(-c2ccco2)nn1)N1CCCC1 | -0.4% | -6.8
CCc1c(O)nc(SCc2nc3ccccc3c(=O)[nH]2)[nH]c1=O | -0.3% | -6.5
N#C/C(=C\c1ccc(O)c([N+](=O)[O-])c1)c1nc2ccccc2s1 | 71.8µM* | 7.6
CCOC(=O)/C(C#N)=C/Nc1cc(C(=O)OCC)cc2c(OC)c(OC)ccc12 | 26.4%* | -7.7
CC1SC2(CN3CCC2CC3)NC1=O (stereo not drawn) | 7.0% | nt
Cc1ccc(CSC2=NCCN2C(=O)C(C)Oc2ccccc2)cc1 (stereo not drawn) | 4.8% | -6.4
COc1ccc(S(=O)(=O)N2CCC(C(=O)N3CCOCC3)CC2)cc1 | -1.5% | nt
CCOc1cc(CN2CCCC(CNC(=O)c3ccc(F)cc3)C2)ccc1OC (stereo not drawn) | -4.2% | 7.7
CSc1ccccc1C(=O)N1CCOCC1 | -1.6% | nt
CN(C)c1ccc(NC(=O)CN2CCC(N3CCCCC3)CC2)cc1 | -0.4% | nt
CCCn1c(C(C)NC(C)=O)nc2ccccc21 (stereo not drawn) | 7.3% | 3.8
COC(=O)Cc1ccc(NC(=S)NNC(=O)C2CC2)cc1 | 1.4% | 3.8
O=C(NCCc1csc(-c2ccccc2)n1)c1ccc(Br)o1 | -1.5% | 15.5
Cc1ccc(SCC(=O)O/N=C(\N)c2cccc([N+](=O)[O-])c2)cc1 | nt | 4.6
Cc1ccc(NC(=O)NC(=O)N(C(C)C)S(C)(=O)=O)nc1 | -0.2% | 11.5
CCSc1nnc(-c2cc(Br)ccc2N)c(=O)[nH]1 | 2.0% | -11.1
COc1ccccc1NC(=O)CCN1CCN(C)CC1 | -1.1% | -1.4
C/C(=N\OCc1ccc(C#N)cc1)c1cc2ccccc2o1 | 14.0%* | nt
Cc1cc(C(=O)NNC(=S)NCC2CCCO2)cs1 (stereo not drawn) | -0.1% | -1.2
CCc1ccc(C(C)NC(=O)Cc2ccc(F)cc2)cc1 (stereo not drawn) | 0.4% | nt
O=C(Nc1cccc2nsnc12)c1cccnc1Cl | -0.1% | 7.0
COc1ccc(/C=C/CN2CCN(CC(C)C)C(CCO)C2)cc1 (stereo not drawn) | -5.5% | -5.5
CCCCC(=O)Nc1ccc(NC(=S)NC(=O)CC)cc1OC | 6.5% | -6.7
CC(C)(C)NC(=O)COC(=O)CCC(=O)c1cccs1 | -0.7% | -44.1
CC1CC(=O)c2c(cc3c(-c4c(O)cc(O)c5c(O)c6c(cc45)OC(C)CC6=O)c(O)cc(O)c3c2O)O1 (stereo not drawn) | 18.9% | -6.6
CC1CN(C2CCN(C(=O)COc3ccccc3)CC2)CC(C)O1 (stereo not drawn) | 1.4% | nt
O=C(c1ccc(Cl)cc1)C(Cn1cncn1)C(Sc1ccccc1)c1ccccc1 (stereo not drawn) | -3.4% | nt
Cc1ccc(-n2c(=O)cc(N3CC(C)OC(C)C3)[nH]c2=O)cc1 (stereo not drawn) | 4.8% | 10.3
Cc1ccc(NC(=O)CN(c2ccc(Cl)cc2)S(=O)(=O)c2cc([N+](=O)[O-])ccc2Cl)cc1 | -2.4% | -11.7
COc1cccc(C2C(C#N)=C(N)OC(C(C)(C)C)=C2C#N)c1 (stereo not drawn) | -2.3% | 19.7
COc1ccc(NC(=O)Cn2nnc(C(=O)NCCc3ccccc3)c2N)cc1 | -7.9% | 22.3
CCOC(=O)C1=C(C)NC(C)=C(C(=O)OCC)C1c1cc2ccc(C)cc2[nH]c1=O | 1.5% | -9.4
CCc1ccc(/C=C/C(=O)c2ccc(N3CCOCC3)cc2)cc1 | -4.4% | -2.6
Cc1cccc(NC(=O)C(NS(=O)(=O)c2ccc3c(c2)CCC(=O)N3)c2ccccc2)n1 (stereo not drawn) | 0.4% | nt
CCCCCCOC(=O)c1ccccc1N | 2.5% | 19.9
Cn1c(N)c(C(=O)c2ccc(C#N)cc2)c(=O)n(C)c1=O | 5.5% | -3.5
COCC(=O)NCCSc1c(C)[nH]c2ccccc12 | -0.8% | -3.8
O=C(NCCc1cn2ccccc2n1)c1cc(COc2c(F)cccc2F)on1 | 8.3% | 1.8
Cc1c(NC(=O)CSc2ccccc2C(=O)Nc2cccnc2)c(=O)n(-c2ccccc2)n1C | 0.9% | 3.8
Cc1cccc(/C=C2\Oc3cc(OS(C)(=O)=O)ccc3C2=O)c1 | 0.8% | 28.1
CC(C)NC(=O)N(Cc1ccccc1)Cc1cccs1 | nt | -12.9
Cc1ccccc1-n1c(=O)c2c(n3cnnc13)-c1ccccc1CC21CCCCC1 | 6.3% | -6.5
Cc1ccc(S(=O)(=O)Nc2ccc3c(c2)nc(C)n3C)cc1 | -0.3% | 8.0
O=C(Nc1ccccn1)c1ccc2c(c1)OCO2 | 0.8% | 3.5
CC1CN(S(=O)(=O)c2ccc(C(=O)Nc3sc4c(c3C(N)=O)CCN(C)C4)cc2)CC(C)O1 (stereo not drawn) | -0.7% | 6.1
C1CCC(NC2=NCCC2)CC1 | 6.1% | -8.6
Cc1ccc(-n2ncc3c(NNC(=O)c4cccs4)ncnc32)cc1 | 4.1% | 6.5
CC1CCCN(C(=S)NCCc2ccccc2)C1 (stereo not drawn) | -0.3% | 7.4
COC(=O)c1oc2c(c1C)C(=O)CCC2 | 2.0% | 6.5
Cc1ccn(CCC(=O)O)n1 | -3.1% | nt
CCNC(=O)CSc1nnc(CN2CCCCCC2=O)n1-c1ccccn1 | 8.5% | 4.7

The list goes on, overlapping the part above by 7 compounds.
SMILES | M. tuberculosis GlmU | RmlCD inh 1536
CC1CN(S(=O)(=O)c2ccc(C(=O)Nc3sc4c(c3C(N)=O)CCN(C)C4)cc2)CC(C)O1 (stereo not drawn) | -0.7% | 6.1
C1CCC(NC2=NCCC2)CC1 | 6.1% | -8.6
Cc1ccc(-n2ncc3c(NNC(=O)c4cccs4)ncnc32)cc1 | 4.1% | 6.5
CC1CCCN(C(=S)NCCc2ccccc2)C1 (stereo not drawn) | -0.3% | 7.4
COC(=O)c1oc2c(c1C)C(=O)CCC2 | 2.0% | 6.5
Cc1ccn(CCC(=O)O)n1 | -3.1% | nt
CCNC(=O)CSc1nnc(CN2CCCCCC2=O)n1-c1ccccn1 | 8.5% | 4.7
CCOC(=O)c1ccc(CNC(=O)c2cc(C(C)(C)C)oc2C)o1 | 1.1% | 8.3
COCC(=O)Nc1nnc(COc2ccccc2)s1 | -8.3% | nt
CS(=O)(=O)c1nc(-c2ccccc2)cc(C(F)(F)F)n1 | nt | -10.3
CCN(CC)S(=O)(=O)c1ccc(N2CCOCC2)c(NC(=O)c2cc([N+](=O)[O-])ccc2Cl)c1 | -4.5% | 4.8
Cc1cccc(N2CCN(C(=O)CCCn3c(=S)[nH]c4cc5c(cc4c3=O)OCO5)CC2)c1C | nt | -6.8
CC(C)C[C@H](NC(=O)Nc1cccc(Br)c1)C(=O)O | 0.1% | nt
CC(C)(C)NCC(O)COc1c(F)cc(Br)cc1F (stereo not drawn) | -3.0% | nt
O=C(/C=C/c1ccc(Cl)cc1)N1CCN(c2ccccn2)CC1 | 0.4% | 4.2
O=C(c1cccc(S(=O)(=O)N2CCc3ccccc3C2)c1)N1CCN(c2ccccc2)CC1 | -2.9% | -8.1
COC(=O)c1cc(OC)c(OC)cc1NC(=O)CSc1ccc(C)cc1 | 1.1% | 7.5
Cn1cnnc1SCC(=O)c1cccc([N+](=O)[O-])c1 | 0.9% | nt
COc1ccc(C2NC(=S)NC(C)=C2C(=O)c2ccccc2)cc1OC (stereo not drawn) | 1.7% | 6.8

Single entries from above.
In M. tuberculosis GlmU, `CC(C)(C)NCC(O)COc1c(F)cc(Br)cc1F` (stereo not drawn) is listed with -3.0%
In RmlCD inh 1536, `O=C(/C=C/c1ccc(Cl)cc1)N1CCN(c2ccccn2)CC1` is listed with 4.2
In RmlCD inh 1536, `COC(=O)c1cc(OC)c(OC)cc1NC(=O)CSc1ccc(C)cc1` is listed with 7.5
In RmlCD inh 1536, `O=C(c1cccc(S(=O)(=O)N2CCc3ccccc3C2)c1)N1CCN(c2ccccc2)CC1` is listed with -8.1

Further entries.
SMILES | M. tuberculosis GlmU | RmlCD inh 1536
Cc1cccc(C(=O)N[C@H](C(=O)OCC(=O)NC2CCS(=O)(=O)C2)C(C)C)c1 (stereo partly drawn) | 5.8% | 58.6
Cc1ccc(S(=O)(=O)CCc2nnc(NC(=O)COc3cccc(C)c3)s2)cc1 | -3.6% | 15.4
CCOC(=O)c1c(C)c(C(=O)N2CCC3(CC2)OCCO3)c(C)n1CC | -0.4% | nt
O=C1CN(C(=O)COC(=O)Cc2ccccc2)c2ccccc2N1 | -1.7% | -12.1
CSCC[C@H](NC(=O)OC(C)(C)C)c1nnc(SCc2ccccc2)o1 | 1.1% | 8.4
CN(Cc1ccccc1)c1nc2c(c(=O)[nH]c(=O)n2C)n1CCCSc1ncccn1 | -0.3% | nt
COc1cc(/C=N/NC(=O)CCn2nc(C)cc2C)ccc1O | 6.0% | 4.1
COc1ccc(Cc2nnc(Nc3ccccc3OC)[nH]c2=O)cc1 | -1.9% | nt
O=C(CSc1n[nH]c(=O)n1C1CC1)NCc1ccccc1Cl | -2.5% | 10.7
N#C/C(=C\c1ccccc1)C(=O)Nc1cc(S(=O)(=O)N2CCOCC2)ccc1N1CCCC1 | 1.5% | -9.6
CCn1c(/C=C/c2ccc([N+](=O)[O-])o2)nc2ccccc2c1=O | 3.6% | 29.3
COc1ccc(C2(c3ccc(OC)cc3)NC(=O)N(Cn3nnc4ccccc4c3=O)C2=O)cc1 | 3.0% | 2.9
CC(C)(C)OC(=O)N1CCC[C@H]1C(=O)N/N=C/c1cccc2nccnc12 | 3.3% | -16.2
Cn1c(=O)[nH]c(=O)c2c1nc(NC1CCCCC1)n2CCO | 1.6% | nt
CCc1ccc(C(=O)NCc2cccs2)s1 | 1.0% | -1.8
O=C(CSc1nc(-c2ccccc2)cs1)Nc1ccccc1[N+](=O)[O-] | -5.4% | 3.2
CCCCn1nc2cc(C(=O)NCc3ccc4c(c3)OCO4)ccc2c1OCC | 2.6% | nt
O=c1c(O)cccc2cc(O)c(O)c(O)c12 | 21.5µM* | nt
CCC1(C)CC(c2csc(N)n2)CCO1 (stereo not drawn) | -2.4% | -3.5
Fc1ccccc1Cc1noc(CN2CCCC(CN3CCOCC3)C2)n1 (stereo not drawn) | -4.9% | nt
C#CCNC(=O)c1cccn1-c1ncc(C(F)(F)F)cc1Cl | -5.8% | 27.2
CC(C)(C)c1nc(SCC(=O)Nc2ccc(N3CCOCC3)cc2)c2ccccc2n1 | -0.6% | 1.9
Cc1cnc(CN(C)Cc2nc(Cc3cccc(C(F)(F)F)c3)no2)[nH]1 | -1.0% | 3.8
CC(C)(C)N(Cc1ccccc1)C(=O)CCc1ccccc1 | -0.7% | -8.8
Cc1cc(C)c(NC2=NCCCS2)c(C)c1 | 2.2% | nt
Cc1cc(C)cc(NC(=O)c2cccc(NC(=O)C3C4CC5OC(=O)C3C5C4)c2)c1 (stereo not drawn) | 6.4% | 11.9
C=C(C)CNC(=S)NNC(=O)CCn1c2ccccc2c2ccccc21 | -3.4% | 3.5
Oc1ccc(-c2csc(-c3c[nH]c4ccccc34)n2)c(O)c1 | 5.7% | ?
Cn1c(SCc2nc3ccccc3s2)nnc1-c1cccs1 | -1.9% | nt
O=C(COc1ccc(F)cc1)N(c1ccccn1)C1CCCCC1 | -2.2% | nt
COC(=O)N/N=C(\C)c1ccc(Br)cc1 | 6.7% | -9.2
CN(C)C(=O)Oc1ccc(-c2cn3cc(Cl)ccc3n2)cc1 | -2.4% | 21.9
COc1ccc(CCNC(=O)C23CCC(C)(C(=O)O2)C3(C)C)cc1OC (stereo not drawn) | 0.6% | 12.5
C=CCOc1ccc(/C(O)=C2/C(=O)C(=O)N(CCN3CCOCC3)C2c2ccc(C)cc2)cc1 (stereo not drawn) | -1.4% | 1.3
CC(=O)Oc1ccc(OC(C)=O)c(SCCCCCN2CCOCC2)c1 | 3.3% | nt
COc1cc2c(c(OC)c1OC)C(=O)CC2 | 0.2% | 4.7
CCOc1ccc(NC(=O)CSc2nc3ccccc3c(=O)n2CCCC(=O)N2CCCC2)cc1 | -2.8% | 9.1
COc1ccc(Cc2nc3ccccc3n2CC(=O)N/N=C/c2ccccc2)cc1OC | -2.8% | 13.4
CN1CCCN(C(=O)C2CCC(C(=O)N3CCCN(C)CC3)CC2)CC1 (stereo not drawn) | -8.0% | 8.3
O=C(CCSCc1ccc(Cl)cc1)NCc1cccs1 | 0.3% | 8.4
Cc1ccc(Oc2nc(-c3cccnc3)nc3ccccc23)c([N+](=O)[O-])n1 | -1.9% | 1.3
O=C(O)c1ccc(N2C(=O)CC(SC(=Nc3ccccc3)Nc3ccccc3)C2=O)cc1 (stereo not drawn) | 6.3% | -10.4

Some of the compounds tested. The share of hits here may be higher or lower than overall.
